Screening data (PubChem)
MrgX1 ag: agonists of human MrgX1 receptor; hit rate 0.44% among 310,000; Q96LB2; B-score at 10 µM; MrgX1-HEK293 cells, Fluo-4 calcium fluorescence, agonist mode; stronger effect = higher value; AID 588627;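 active means calcium response B-score plate-corrected fluorescence ratio at least 3 library SD, with starting fluorescence B-score inside 5 SD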
Target sequence (Q96LB2 whole entry, looked up): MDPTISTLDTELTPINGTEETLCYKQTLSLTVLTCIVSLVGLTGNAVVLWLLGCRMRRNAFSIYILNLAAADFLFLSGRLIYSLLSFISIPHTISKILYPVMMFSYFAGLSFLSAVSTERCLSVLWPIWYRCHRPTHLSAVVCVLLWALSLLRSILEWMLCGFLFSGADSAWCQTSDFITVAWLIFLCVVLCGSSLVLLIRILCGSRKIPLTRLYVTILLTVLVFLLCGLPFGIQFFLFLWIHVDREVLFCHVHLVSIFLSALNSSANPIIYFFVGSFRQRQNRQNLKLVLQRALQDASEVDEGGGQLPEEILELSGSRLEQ
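Test system: HEK293 cells stably expressing human MrgX1 receptor; amount: 15,000 cells per well; doses: compound delivered in addition one of three; times: overnight plating before 1 h dye loading; detection: Fluo-4 NW calcium-flux fluorescence, kinetic read; read-out basis: B-scored fluorescence response ratio; controls: positive and negative controls per plate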
RGS4 act: potentiators or activators of RGS4 | B-score at 10 µM | HEK293 M3R/inducible RGS4, carbachol calcium flux Fluo4; stronger effect = lower value | hit rate 0.92% among 310,000;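 active means B-score of the integrated calcium signal more than 4 SD below the library mean, with starting fluorescence not abnormally high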;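 further: negative B-score means reduced calcium response which marks RGS4 activation or potentiation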
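Assay system: HEK293 FlpIn-TREx cells, stable M3R, doxycycline-inducible RGS4 / Probe or stimulus: carbachol, ECmax concentration / Times: overnight RGS4 induction, 30 min dye load 37 °C, 20 min compound RT / Signal: kinetic calcium fluorescence imaging with Fluo4-AM dye, 2 µM / Measure: Agonist-evoked peak-minus-minimum fluorescence over baseline, integrated ratio, B score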
TRPC6 act: activators of mouse TRPC6 channel; Q61143; HEK293-TRPC6 membrane potential dye fluorescence; stronger effect = higher value; B-score at 10 µM; hit rate 0.13% among 310,000; AID 2550;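 active means B-score of the integrated fluorescence ratio above library mean plus 3 SD, and starting fluorescence ratio within library mean plus 5 SD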;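 further: higher score means more depolarization so channel activation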
HIF activator: HIF pathway transcriptional activation. U2OS HRE-luciferase reporter, luminescence; normalized: DMSO 0%, desferrioxamine 100%. activation, % at 7.5 µM (by protocol). hit rate 0.32% among 300,000. AID 1910;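 active means mean activation of at least 10% of the iron chelator positive control signal, with at least half of replicates also reaching 10%; inconclusive means mean and replicate majority disagree about reaching 10%; inactive means mean and most replicates under 10%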
TRPC4 inh: blocks the mouse TRPC4 cation channel | AID 2247 | hit rate 0.39% among 300,000 | B-score at 10 µM | HEK293 TRPC4beta/mu-opioid, DAMGO-evoked Fluo4 calcium flux; stronger effect = lower value | Q9QUQ5;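 active means B-score over 3 SD under the library average, no early fluorescence shift, positive overall ratio signal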
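test system = HEK293 cells with stable TRPC4beta plus mu-opioid receptor expression | detection = Fluo4 Ca2+ flux fluorescence | read-out = integrated fluorescence ratio relative to baseline, converted to per-well B score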
TRPC6 inh: blocks the mouse TRPC6 cation channel | B-score at 10 µM | hit rate 1.1% among 310,000 | HEK293-TRPC6, membrane potential dye, ACh-evoked depolarization; stronger effect = lower value | AID 2553 | Q61143;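 active means B-score under library mean minus 3 SD, initial fluorescence not abnormally high, positive integrated signal ratio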;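 further: B-score derived from integrated fluorescence ratio over the kinetic read; more negative B-score means stronger inhibition of depolarization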
Platelet DG rel: modulates dense granule release in human platelets | human platelet-rich plasma, SFLLRN dense granule ATP release, luminescence | inhibition, %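 (compounds screened at 7.5 µM in platelet-rich plasma)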 | hit rate 0.22% among 300,000;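 active means mean replicate score, as percent of positive control, at or above 50; inconclusive means mean below 50 but at least one replicate at or above 50; inactive means mean and every replicate below 50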
RGS4 inh: inhibitors of human RGS4 | P49798 | HEK293 M3R/RGS4 inducible, Fluo-4 calcium flux; stronger effect = higher value; triggered by carbachol at its EC20 | B-score at 10 µM | hit rate 0.45% among 310,000 | AID 463165;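 active means B-score, a plate-corrected calcium signal, over three deviations above library mean, with baseline fluorescence within five deviations of library mean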;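 further: RGS4 expression induced by doxycycline in cells with stable M3 receptor; B-score is computed from the integrated fluorescence ratio over baseline after carbachol; higher B-score means a larger calcium signal and so more RGS4 inhibition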
Target sequence (P49798 whole entry, looked up): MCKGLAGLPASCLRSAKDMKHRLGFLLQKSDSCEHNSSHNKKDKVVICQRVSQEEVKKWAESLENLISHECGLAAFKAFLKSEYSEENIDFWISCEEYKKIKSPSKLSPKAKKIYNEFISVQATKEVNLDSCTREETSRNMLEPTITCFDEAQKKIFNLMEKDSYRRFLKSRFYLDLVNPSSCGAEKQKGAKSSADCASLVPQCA
MrgX1 antagonist: antagonists of human MrgX1 receptor; B-score at 10 µM; hit rate 1.3% among 310,000; Q96LB2; MRGX1-HEK293 calcium flux, Fluo-4, BAM8-22 antagonism; stronger effect = lower value; AID 588676;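 active means calcium-response B-score plate-corrected more than 3 library SD below zero, starting fluorescence within 5 deviations, no agonist response on first addition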;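 further: peak minus trough fluorescence over baseline after final BAM8-22 challenge near maximal dose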
MrgX1 PAM: allosterically activates human MrgX1 receptor signaling; B-score at 10 µM; AID 588675; MrgX1-HEK293, Fluo-4 calcium flux, FDSS; stronger effect = higher value; Q96LB2; hit rate 0.63% among 310,000;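 active means plate-corrected calcium response at least 3 library SD above typical, normal starting fluorescence, not activating the receptor alone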;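 further: compound read alongside a low EC10 to EC30 dose of BAM8-22 agonist; peak minus trough fluorescence over baseline measured at the second addition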
SKKanGAS inh: inhibitors of SKKanGAS S. pyogenes growth in kanamycin (SK-promoter or general growth effect); BacTiter-Glo, 6 h; inhibition, % at 7.5 µM; hit rate 1.3% among 300,000;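 active means mean replicate score, as percent of positive control median, at least 50; inconclusive means mean below 50 but one replicate at or above 50; inactive means mean and every replicate below 50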;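 further: strain carries kanamycin resistance gene driven by streptokinase promoter and grows in 40 µg/ml kanamycin; loss of luminescence reflects streptokinase promoter inhibition or plain growth inhibition; 0% = median of DMSO wells and 100% = positive control at its reference dose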
* hit, by the source's call; i = inactive; ? = inconclusive; . = no result given.

SMILES | MrgX1 ag | RGS4 act | TRPC6 act | HIF activator | TRPC4 inh | TRPC6 inh | Platelet DG rel | RGS4 inh | MrgX1 antagonist | MrgX1 PAM | SKKanGAS inh
CCCCCCCCOC(=O)C(NC(=O)CCC(=O)Nc1ccc(S(N)(=O)=O)cc1)C(O)c1ccccc1 (centres undefined) | i | i | i | -0.2 | i | i | -2 | i | i | i | -3
COc1ccc(CCNC(=O)c2ccc(N(C)S(=O)(=O)c3ccccc3)cc2)cc1 | i | i | i | 0.0 | i | i | 7 | i | i | i | 3
Cc1cc(C)c(S(=O)(=O)N2CCCC2)c(C)c1 | i | i | i | -24 | i | i | -8 | i | i | i | -13
COc1cccc(-c2nc(CS(=O)(=O)CC(=O)N3CCCCC3)c(C)o2)c1 | i | i | i | 0.1 | i | i | -2 | i | i | i | -2
CCOc1ccc(NC(=O)CN(c2cc(C)cc(C)c2)S(=O)(=O)c2c(C)noc2C)cc1 | i | i | i | . | i | i | -14 | i | i | i | -1
COc1cccc(OC)c1C(=O)N1CCN(c2c(Cc3ccccc3)c(C)nc3ncnn23)CC1 | i | i | i | -0.6 | i | i | 10 | i | i | i | -2
CCOC(=O)c1cnc2ccccc2c1Nc1cc(C(=O)O)ccc1C | i | i | i | -0.2 | i | i | 8 | i | i | i | -11
CN(c1ccccc1)c1nc(N)c([N+](=O)[O-])c(N2CCCCC2)n1 | i | i | i | 0.3 | i | i | -4 | i | i | i | 0
COC(=O)/C=C1/S/C(=N/NC(=O)c2ccccc2OC)NC1=O | i | i | i | 0.3 | i | i | 1 | i | i | i | -3
O=c1ccnc(SCn2nnc3ccccc3c2=O)[nH]1 | i | i | i | 0.3 | i | i | 2 | i | i | i | -13
C=CCSc1nnc(NC(=O)c2ccc(S(=O)(=O)NCC3CCCO3)cc2)s1 (centres undefined) | i | i | i | 0.1 | i | i | -2 | i | i | i | 6
Cc1cc(C(=O)COc2ccccc2C(N)=O)c(C)n1C1CC1 | i | i | i | 1.7 | i | i | 4 | i | i | i | -3
CCOC(=O)N1CCC(NS(=O)(=O)c2ccc(C#N)cc2)CC1 | i | i | i | -0.2 | i | i | 2 | i | i | i | 10
Cc1c(NC(=O)C2CCN(S(=O)(=O)c3cccs3)CC2)c(=O)n(-c2ccccc2)n1C | i | i | i | 0.1 | i | i | -2 | i | i | i | -5
COc1cc(S(=O)(=O)Nc2ccc3cn[nH]c3c2)ccc1Cl | i | i | i | 0.3 | i | i | -3 | i | i | i | 0
CCN(CC(=O)Nc1c(F)cccc1F)C(=O)c1cccc(-n2cccc2)c1 | i | i | i | 1.0 | i | i | 3 | i | i | i | 1
Cn1ncc(N=Cc2ccccc2[N+](=O)[O-])c1C(N)=O | i | i | i | 0.0 | i | i | -13 | i | i | i | 3
CCCSc1nnc(-c2ccccc2N)c(=O)[nH]1 | i | i | i | 3.2 | i | i | -9 | i | i | i | -6
CCOC(=O)c1c(NC(=O)COC)sc2c1CCCC2 | i | i | i | -0.1 | i | i | 7 | i | i | i | -3
Cc1c(NC(=O)c2ccc(Cl)s2)c(=O)n(-c2ccccc2)n1C | i | i | i | -0.3 | i | i | -25 | i | i | i | 2
O=C(CSc1nc2[nH]ncc2c(=O)[nH]1)Nc1ccc(Cl)cc1 | i | i | i | -0.6 | i | i | . | i | i | i | 7
Cc1noc(C)c1C(=O)Nc1nccs1 | i | i | i | -0.3 | i | i | 1 | i | i | i | ?
O=C(COC(=O)c1cc([N+](=O)[O-])ccc1NCCO)c1ccccc1 | i | i | i | 0.1 | i | i | 8 | i | i | i | -10
COc1ccc(OCCNS(=O)(=O)Cc2ccccc2)cc1 | i | i | i | 1.2 | i | i | 4 | i | i | i | -3
O=C(CCCc1nc(-c2ccccc2)no1)NCc1cccnc1 | i | i | i | 0.7 | i | i | -3 | i | i | i | -11
CCOCCCN1C(=O)CN(C2CCC(C)CC2)C(=O)C1c1ccc(C)cc1 (centres undefined) | i | i | i | -0.2 | i | i | ? | i | i | i | 1
CCc1ccc(-c2cc(C)no2)cc1S(=O)(=O)N1CCN(c2ccc(F)cc2)CC1 | i | i | i | 2.0 | i | i | -21 | i | i | i | -10
COc1ccc(/C=C2/C(=O)N(Cc3ccccc3)N=C2C)cc1 | i | i | i | 0.4 | i | i | -2 | i | i | i | -9
CCOCCc1nnc(NC(=O)CCc2ccccc2)s1 | i | i | i | -7.2 | i | i | -6 | i | i | i | 0
CC(C)OCCCNC(=O)Cn1nc(-c2ccccc2)ccc1=O | i | i | i | -0.2 | i | i | -4 | i | i | i | 0
O=C(Nc1nnc(C23CC4CC(CC(C4)C2)C3)s1)c1ccc(N2C(=O)CCC2=O)cc1 | i | i | i | -0.4 | i | i | 0 | i | i | i | 0
CS(=O)(=O)N(CC(=O)Nc1ccc(CC#N)cc1)c1ccc(C23CC4CC(CC(C4)C2)C3)cc1 | i | i | i | 1.0 | i | i | -4 | i | i | i | 25
CCOC(=O)N1CCC(NC(=O)c2ccccc2C(=O)O)CC1 | i | i | i | 0.2 | i | i | 0 | i | i | i | 14
COc1ccc(CCn2ccc(O)c(Cc3c(F)cccc3Cl)c2=O)cc1OC | i | i | i | -0.1 | i | i | 6 | i | i | i | 4
COc1ccc(OC)c(NC=C2C(=O)OC(C)(C)OC2=O)c1 | i | i | i | -0.4 | i | i | -3 | i | i | i | -6
COc1cccc(NC(=O)CCc2nnc3ccc(N4CCC(C)CC4)nn23)c1 | i | i | i | 0.9 | i | i | 1 | i | i | i | 2
CCOC(=O)c1[nH]c2ccc(OC)cc2c1NC(=O)c1cccc(OC)c1 | i | i | i | -0.6 | i | i | . | i | i | i | -10
CN(CC1CCCO1)S(=O)(=O)c1ccc(C(=O)Nc2ccc(S(N)(=O)=O)cc2)cc1 (centres undefined) | i | i | i | -0.7 | i | i | -12 | i | i | i | -4
CN1CCN(C(=S)Nc2ccc(Cl)c(Cl)c2)CC1 | i | i | i | -4.8 | i | i | 19 | i | i | i | 1
COc1ccc(Cl)cc1NC(=O)c1sc2nc(C)nc(N3CCOCC3)c2c1C | i | i | i | 1.4 | i | i | 0 | i | i | i | 12
COc1ccc(C2CC(=O)c3sc(NC(C)=O)nc3C2)cc1 (centres undefined) | i | i | i | 0.1 | i | i | 0 | i | i | i | 21
COC(=O)C(NC(=O)C(C)Oc1ccccc1)C(C)C (centres undefined) | i | i | i | 0.3 | i | i | 4 | i | i | i | 1
COc1ccc(NC(=O)/C=C/c2cc(Br)ccc2OC)cc1 | i | i | i | 0.9 | i | i | 3 | i | i | i | -4
CN(C(=O)CN1C(=O)c2cc(Cl)c(Cl)cc2C1=O)C1CCS(=O)(=O)C1 (centres undefined) | i | i | i | 0.7 | i | i | -3 | i | i | i | -2
O=C(Cn1c(=O)n(Cc2ccco2)c(=O)c2ccccc21)NCC1CCCO1 (centres undefined) | i | i | i | -0.5 | i | i | 2 | i | i | i | 2
O=C(O)/C=C/c1ccc(S(=O)(=O)N(CCO)CCO)cc1 | i | i | i | 0.4 | i | i | -6 | i | i | i | 1
COc1ccc(N(C(C)C(=O)Nc2ccc(S(=O)(=O)N3CCCCC3)cc2)S(C)(=O)=O)cc1 (centres undefined) | i | i | i | -0.2 | i | i | 4 | i | i | i | 1
CCN(CC)C(=O)CSc1nnc(COc2cccc(C)c2)n1C | i | i | i | 0.5 | i | i | 9 | i | i | i | 3
COc1ccccc1CNS(=O)(=O)c1ccc(Br)s1 | i | i | i | 1.9 | i | i | 0 | i | i | i | -1
CC(C)(/C=N/O)/[N+]([O-])=C/c1ccco1 | i | i | i | 0.0 | i | i | -24 | i | i | i | -13
Cc1cccc2[nH]c3c(N4CC=C(c5ccc(F)cc5)CC4)ncnc3c12 | i | i | i | 0.4 | i | i | -5 | i | i | i | 82*
CCCC(=O)Nc1ccc(NC(=O)c2ccco2)cn1 | i | i | i | 1.7 | i | i | 0 | i | i | i | -1
O=C(c1ccc(Br)cc1)c1cn[nH]c1-c1ccccc1O | i | i | i | -1.9 | i | i | 5 | i | i | i | -4
CCOC(=O)C1=C(C)N=C2SC(C(=O)OC)=CC(=O)N2C1c1ccc(F)cc1 (centres undefined) | i | i | i | 0.3 | i | i | -13 | i | i | i | -3
CCC1CCCCN1C(=O)c1ccc(OC2CCN(Cc3ccccn3)CC2)cc1 (centres undefined) | i | i | i | -0.4 | i | i | 8 | i | i | i | -5
Cc1ccc(C(O)CCc2ccc(N)cc2)cc1 (centres undefined) | i | i | i | -0.2 | i | i | 5 | i | i | i | 5
N/C(=N/O)c1nc(N2CCCC2)nc(N(c2ccccc2)c2ccccc2)n1 | i | i | i | -2.7 | i | i | 2 | i | i | i | 12
CCCCN(C)CCNC(=O)CN1C(=O)CSc2ccc(S(=O)(=O)N3CCCC3)cc21 | i | i | i | -0.3 | i | i | 5 | i | i | i | 1
COC(=O)c1sc(NC(=O)COc2ccccc2OC)nc1C | i | i | i | 0.4 | i | i | -5 | i | i | i | -5
Cc1ccc(-c2noc(CSc3nnc(-c4ccccc4)n3C)n2)cc1 | i | i | i | 0.5 | i | i | -7 | i | i | i | 0

(more compounds)
SMILES | MrgX1 ag | RGS4 act | TRPC6 act | HIF activator | TRPC4 inh | TRPC6 inh | Platelet DG rel | RGS4 inh | MrgX1 antagonist | MrgX1 PAM | SKKanGAS inh
CC(=O)c1ccc(NC2CC(O)C(O)CO2)cc1 (centres undefined) | i | i | i | 2.2 | i | i | 1 | i | i | i | -8
O=C(Cn1ncn2c(cc3sccc32)c1=O)NC1CCCC1 | i | i | i | 0.5 | i | i | -7 | i | i | i | 28
CCOc1ccc(-n2c([S-])c(C(=O)Nc3ccc(S(=O)(=O)N4CCOCC4)cc3)[n+]3cc(C(N)=O)ccc23)cc1 | i | i | i | -0.5 | i | i | 3 | i | i | i | 11
COc1ccc(CNC(=O)C2CCN(c3nn4c(=O)cc(C)nc4s3)CC2)cc1 | i | i | i | -0.4 | i | i | -7 | i | i | i | 0
